Screens from PubChem.
RPL19A-GFP yeast = modulators of TOR pathway RPL19A-GFP in S. cerevisiae. S. cerevisiae RPL19A-GFP strain, flow cytometry, 3 h; stronger effect = lower value. percent response vs DMSO, % at 10 µM. 330,000 tested, 0.3% active. AID 2025;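 active = percent response vs DMSO below 50%; inconclusive = fewer than 70 events counted for the yeast strain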;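 note: median channel GFP fluorescence of the barcoded RPL19A-GFP strain; ratio of sample median GFP to plate DMSO average so 100% = DMSO; lower means less RPL19A-GFP as with rapamycin TOR inhibition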
AGP1-GFP MLPCN = yeast TOR pathway AGP1-GFP modulation. S. cerevisiae AGP1-GFP multiplex flow cytometry, 3 h; GFP as percent of DMSO wells. GFP response vs DMSO, % at 10 µM. 320,000 tested, 0.02% active. AID 2066;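 active = GFP response relative to DMSO above a set limit, near screen average plus 3 SD, cut at about 150% in these data; inconclusive = fewer than 70 cells counted for the yeast strain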;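 note: median GFP channel fluorescence of the gated AGP1 strain per well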
AHR activator = activators of human aryl hydrocarbon receptor | AID 2796 | activation, % at 5 µM | 320,000 tested, 2.5% active | AHR-responsive luciferase reporter cells, luminescence | P35869; in the data active = activation above about 47%;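 note: 0% = vehicle wells and 100% = reference agonist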
Target sequence (P35869 whole entry, looked up): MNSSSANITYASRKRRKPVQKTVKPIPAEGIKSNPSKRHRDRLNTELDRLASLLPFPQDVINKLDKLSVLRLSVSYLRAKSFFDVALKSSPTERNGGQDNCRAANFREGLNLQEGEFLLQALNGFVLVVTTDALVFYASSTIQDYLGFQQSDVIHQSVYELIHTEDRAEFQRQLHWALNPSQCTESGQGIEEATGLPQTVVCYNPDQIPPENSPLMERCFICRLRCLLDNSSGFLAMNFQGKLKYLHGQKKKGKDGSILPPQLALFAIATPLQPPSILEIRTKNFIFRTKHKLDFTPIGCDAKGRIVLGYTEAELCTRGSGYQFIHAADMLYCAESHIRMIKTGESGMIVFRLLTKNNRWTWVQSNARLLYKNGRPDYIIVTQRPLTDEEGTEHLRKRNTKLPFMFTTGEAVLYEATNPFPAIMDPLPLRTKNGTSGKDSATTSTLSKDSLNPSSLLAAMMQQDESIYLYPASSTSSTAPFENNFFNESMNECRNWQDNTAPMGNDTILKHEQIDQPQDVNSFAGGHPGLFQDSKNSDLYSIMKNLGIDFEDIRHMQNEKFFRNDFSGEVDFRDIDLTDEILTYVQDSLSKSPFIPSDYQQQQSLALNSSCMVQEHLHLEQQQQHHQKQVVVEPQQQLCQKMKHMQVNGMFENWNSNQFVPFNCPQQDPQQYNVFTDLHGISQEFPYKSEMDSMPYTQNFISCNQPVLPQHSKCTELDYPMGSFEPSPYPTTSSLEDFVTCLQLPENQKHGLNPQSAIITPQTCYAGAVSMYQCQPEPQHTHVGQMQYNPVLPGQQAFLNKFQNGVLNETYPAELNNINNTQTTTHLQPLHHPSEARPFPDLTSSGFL
CR mimetic SO = lowers age-related superoxide in aged yeast cells; S. cerevisiae aged cells, superoxide DHE fluorescence; stronger effect = lower value; superoxide response (% of plate mean), % at 10 µM; 330,000 tested, 0.18% active;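 active = superoxide response under a set limit, about three screen SD below normal, cut at about 65% in these data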;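 note: yeast aged for seven days with compound at 30 °C before DHE staining; 100% = average MFI of all compound-treated wells on the plate with controls excluded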
CIT2 TOR yeast = modulators of TOR pathway CIT2-GFP in S. cerevisiae. GFP response vs DMSO, % at 10 µM. AID 2029. S. cerevisiae CIT2-GFP strain, flow cytometry, 3 h; 100 means same as DMSO wells. 320,000 tested, 0.065% active;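 active = GFP response relative to DMSO above a set limit, near the screen mean plus 3 SD, cut at about 150% in these data; inconclusive = Fewer than 70 cells measured for a yeast strain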;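 note: ratio of well median GFP fluorescence to mean of DMSO wells on the plate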
LAP4-GFP MLPCN = modulators of TOR pathway LAP4-GFP in S. cerevisiae. GFP response vs DMSO, % at 10 µM. 320,000 tested, 0.34% active. S. cerevisiae LAP4-GFP multiplex, flow cytometry GFP, 3 h; median GFP as percent of DMSO wells;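 active = GFP response vs DMSO above a set limit, about the screen mean plus 3 SD, cut at about 150% in these data; inconclusive = under 70 cell events counted for the yeast strain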
MEP2 TOR yeast = modulators of TOR pathway MEP2-GFP in S. cerevisiae; S. cerevisiae MEP2-GFP strain, flow cytometry GFP, 3 h; 100% = DMSO control level; GFP response vs DMSO, % at 10 µM; 330,000 tested, 0.51% active; AID 2016;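 active = GFP response versus DMSO above a set limit, roughly screen mean plus 3 SD, cut at about 180% in these data; inconclusive = fewer than 70 cells counted for a yeast strain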;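 note: median GFP fluorescence of the barcode-gated MEP2-GFP cells per well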
Efflux pump mplx = blocks antifungal efflux pumps in multiplex yeast assay | inhibition, % at 10 µM | 330,000 tested, 0.44% active | AID 485275 | S. cerevisiae Candida pump triplex, Nile Red efflux;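 active = plate passing quality check with inhibition over a set limit, or well fluorescence over plate mean plus 4 SD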;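 note: Nile Red retained in pooled yeast measured as flow cytometry median fluorescence; 0% = buffer negative control and 100% = Enniatin B positive control; higher means more Nile Red kept so more efflux inhibition; some compounds called inactive have numbers as strong as hits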
The depositor's hits bear a star; ? = inconclusive; nt = not tested or not shown; [ ] = dose if it differs, or a comment.

The first 2 records, ahead of the listing:
SMILES	RPL19A-GFP yeast	AGP1-GFP MLPCN	AHR activator	CR mimetic SO	CIT2 TOR yeast	LAP4-GFP MLPCN	MEP2 TOR yeast	Efflux pump mplx
CSc1cccc(NC(=O)/C=C/c2ccccc2)c1	96	94	16	101	63	115	84	0.2
O=C(O)CCC(=O)N1N=C(c2cccs2)CC1c1cn(-c2ccccc2)nc1-c1ccccc1 (configuration not stated)	109	116	18	108	120	115	109	0.1

All compounds of this part (from the top)
SMILES	RPL19A-GFP yeast	AGP1-GFP MLPCN	AHR activator	CR mimetic SO	CIT2 TOR yeast	LAP4-GFP MLPCN	MEP2 TOR yeast	Efflux pump mplx
CSc1cccc(NC(=O)/C=C/c2ccccc2)c1	96	94	16	101	63	115	84	0.2
O=C(O)CCC(=O)N1N=C(c2cccs2)CC1c1cn(-c2ccccc2)nc1-c1ccccc1 (configuration not stated)	109	116	18	108	120	115	109	0.1
CCOC(=O)N1CCN(C(=O)CCN2C(=O)/C(=C\c3ccccc3OC)SC2=S)CC1	101	88	1	94	93	86	100	0.1
C/C(=N/NC(=O)c1cccs1)c1cccc(NC(=O)C2CC2)c1	95	97	19	101	102	100	97	0.1
CN(CC(=O)Nc1ccc(F)c(F)c1F)C(=O)c1ccc(-n2cncn2)cc1	103	103	3	105	109	101	101	-0.2
O=C(CSc1nncs1)N1CCN(C(=O)c2ccco2)CC1	97	101	5	90	91	104	96	-0.1
Cc1nc2[nH]c(=O)c3c(n2n1)NC1=C(C(=O)CC(C)(C)C1)C3c1ccccc1 (configuration not stated)	95	96	0	104	97	100	97	-0.2
C=CCNc1nc(Cl)nc(Nc2ccc([N+](=O)[O-])cc2)n1	93	91	4	102	107	73	89	-0.2
O=CN1CCN(C(=O)c2ccc3c(c2)OCO3)CC1	111	93	nt	103	97	71	97	0.0
COC(=O)CNc1cc(S(=O)(=O)N2CCCCC2)ccc1Oc1cccc(C)c1	100	93	-1	92	94	93	106	0.1
Cc1cccn2c(=O)c3cc(C(=O)NCCN4CCOCC4)n(C)c3nc12	110	103	-9	101	102	91	103	3.5
COc1ccc2cc(C3(C)NC(=O)N(CC(=O)NCC(F)(F)F)C3=O)ccc2c1 (configuration not stated)	104	100	0	105	100	110	111	0.0
Cc1ccc(C(=O)N2CC(=O)Nc3ccc(F)cc3C2c2ccc(F)cc2)cc1 (configuration not stated)	98	100	22	91	94	105	99	0.0
O=C(COC(=O)c1ccc(Cl)c(S(=O)(=O)N2CCCCC2)c1)NCC1CCCO1 (configuration not stated)	101	103	-1	103	95	92	98	-0.1
CSc1nnc(-c2cccn(Cc3ccccc3)c2=O)o1	101	100	0	104	99	96	100	0.0
CCC1C(=O)NCCN1C(=O)CCc1nnc(CCc2ccc(OC)cc2)o1 (configuration not stated)	97[may fluoresce green]	98[may fluoresce green]	0	103	104[may fluoresce green]	94[may fluoresce green]	102[may fluoresce green]	1.2
COc1ccc(OC)c(CN2C(=O)CCC2(C)C(=O)NC2CCCCCC2)c1 (configuration not stated)	106	109	1	106	nt	109	99	0.0
Cc1cccc(OCC(=O)Nc2cccc(C(=O)NCC(C)C)c2)c1	103	98	1	97	94	88	95	-0.1
O=C(CSc1c2c(nc3ccccc13)CCCC2)NCc1ccco1	102	102	0	117	98	98	102	-0.1
COc1ccc(CN(Cc2ccc(C(=O)O)cc2)C(=S)Nc2ccccc2Cl)cc1OC	103	100	2	126	101	112	107	0.1
CC1CCC(NS(=O)(=O)c2cccc3nsnc23)CC1 (configuration not stated)	96	104	0	85	99	106	103	-0.1
COc1ccc([N+](=O)[O-])cc1NC1C2CC3CC(C2)CC1C3 (configuration not stated)	99	103	0	101	89	107	103	0.0
O=C(COC(=O)c1cc(S(=O)(=O)N2CCOCC2)ccc1O)NCC1CCCO1 (configuration not stated)	106	109	1	90	111	104	103	-0.1
O=C(Nc1cccc(-n2cnnn2)c1)c1cc(Cl)ccc1Cl	102	106	6	107	102	102	105	-0.1
CSc1nc(C)[nH]c(=O)c1C#N	102	101	4	114	93	109	106	0.2
Cc1sc2ncnc(SC(C)C(=O)N3c4ccccc4Sc4ccccc43)c2c1C (configuration not stated)	96	92	1	93	98	89	91	15*
COCCCN1C2=C(C(=O)CC(C)(C)C2)C(c2ccc(OC)c(OC)c2)C2=C1CC(C)(C)CC2=O	105	109	nt	96	109	97	100	-0.1
CC1CCN(S(=O)(=O)c2ccc(NC(=O)CN3CCCCCC3)cc2)CC1	104	101	0	97	98	96	106	0.3
CCCCCNC(=O)CN(c1ccc2c(c1)OCO2)S(C)(=O)=O	97	100	-2	95	102	100	99	-0.2
COC(=O)C1=CO[C@@H](O[C@@H]2O[C@H](CO)[C@@H](O)[C@H](O)[C@H]2O)[C@H]2[C@@H]1C(=O)C[C@@H]2C	103	105	0	96	106	103	96	-0.1
CN1C(=S)SC(/[N+]([O-])=C\c2ccccc2)C1(C)C (configuration not stated)	100	nt	6	93	95	107	94	0.0
COc1ccc(OC)c(-c2nn(-c3ccccc3)cc2C(=O)NCC(c2ccco2)N2CCCC2)c1 (configuration not stated)	103	103	1	85	93	101	100	-0.2
CC1CN(Cc2ccccc2)c2nc3c(c(=O)n(C)c(=O)n3C)n2C1 (configuration not stated)	97	94	-1	107	98	111	99	-0.2
O=C(NCc1ccccc1)C1=C[C@@H](C2CC2)C[C@@H](OCc2ccc(CO)cc2)O1	98	90	-2	97	113	129	89	-0.1
COc1ccc(C(C)C)cc1S(=O)(=O)N1CCC(C(=O)NCC2CCCO2)CC1 (configuration not stated)	104	105	-5	93	103	96	105	0.0
O=C1c2ccccc2S(=O)(=O)N1Cc1c(F)cccc1Cl	92	95	1	104	90	89	95	-0.2
Cc1nn(CC(=O)N(C)C2(C#N)CCCCC2)c(C)c1[N+](=O)[O-]	nt	101	0	101	100	103	104	-0.1
O=C(c1ccc2nc(N3CCOCC3)sc2c1)N1CCN(c2ccc(Cl)cc2)CC1	98	100	0	85	102	108	96	0.2
C=C(C)CSC1=C(C#N)C(c2ccsc2)CC(=O)N1 (configuration not stated)	92	96	0	102	82	87	100	-0.2
O=C(Nc1nnc(SCc2cccc(F)c2)s1)c1ccco1	104	109	0	117	117	99	112	0.0
Cc1ccc(N=C2S/C(=C/c3cccc(OCC(=O)O)c3)C(=O)N2C)cc1C	99	92	3	89	96	96	103	0.2
Cc1cc(C)c2nc(-c3ccccn3)cc(C(=O)NCc3cc(C)n(C)n3)c2c1	100	102	13	106	101	101	101	0.3
CC(C)(C)c1ccc(C(=O)CSc2nc3ccccc3c(=O)[nH]2)cc1	100	100	3	102	91	102	103	-0.1
NC(=O)C1CN(C(=O)c2cccc(S(=O)(=O)N3CCc4ccccc43)c2)c2ccccc2O1 (configuration not stated)	99	99	21	88	99	99	96	-0.3
O=C(NC(=S)Nc1sc2c(c1C(=O)O)CCCC2)c1ccccc1	101	99	81*	94	94	95	89	0.0
COC(=O)[C@@H](NC(=O)N1CCN(c2cccc(C(F)(F)F)c2)CC1)C(C)C	98	102	-1	86	105	98	100	-0.2
CCOC(=O)C(NC(=O)Nc1ccc(F)cc1F)(Oc1ccc(F)cc1)C(F)(F)F (configuration not stated)	106	108	0	101	112	102	116	-0.1
N#CC1(NC(=O)COC(=O)c2cc(O)c3ccccc3c2O)CCCCC1	95	99	44	116	97	106	96	-0.1
Clc1cc2c(c(CSc3nc4ccccc4n4cccc34)c1)OCOC2	110	101	8	108	105	101	112	-1.2
O=C(Cn1cc2c(n1)CCCC2)NCCCN1CCN(c2ccccc2F)CC1	98	103	-1	94	107	100	103	0.1

The list continues:
SMILES	RPL19A-GFP yeast	AGP1-GFP MLPCN	AHR activator	CR mimetic SO	CIT2 TOR yeast	LAP4-GFP MLPCN	MEP2 TOR yeast	Efflux pump mplx
O=C(Nc1ccc2c(c1)OCO2)N1CCN(c2ccccc2Cl)CC1	98	93	27	116	nt	90	97	0.0
Cc1ccccc1Cn1nnc(C(=O)Nc2ccc3c(c2)OCCO3)c1N	97	106	-4	96	97	113	100	0.0
CC(=O)Nc1cc2c(cc1C(C)=O)OCCO2	99	109	16	99	108	108	101	0.0
CCC(=O)Nc1nnc(/C=C/c2ccccc2)s1	97	13	7	107	72	99	150	0.0
O=C(CCNC(=O)c1ccco1)Nc1ccc(OC(F)F)c(Cl)c1	97	97	0	100	89	86	108	-0.4
Cc1cccc(Cc2nnc(CCC(=O)N3CCCC(CN4CCOCC4)C3)o2)c1 (configuration not stated)	100	105	0	94	104	111	109	0.1
COc1ccccc1COCC(O)CN1CCN(S(=O)(=O)c2cccc(F)c2)CC1 (configuration not stated)	103	101	1	69	95	105	101	0.1
O=C1COc2ccc(S(=O)(=O)NCCc3ccc(Cl)cc3)cc2N1	103	100	0	95	106	100	120	-0.2
COc1cc(OC)c(OC)cc1/C=N/Nc1ncnc2c1[nH]c1ccc(C)cc12	103	104	30	101	96	101	102	0.2
Cc1cccc(-c2cc3nc(C)c(C)c(NCCCn4ccnc4)n3n2)c1	112	107	12	98	106	100	103	-0.2
CC(C(=O)Nc1cccnc1)N1C(=O)C2C3C=CC(C3)C2C1=O (configuration not stated)	100	107	8	97	109	102	100	0.3
Cc1ccc(C)c(NC(=O)CCc2nnc3ccc(N4CCCCC4)nn23)c1	101	101	5	115	100	95	109	0.0
O=C(CSc1nc2ccccc2[nH]1)c1ccco1	99	101	7	107	101	94	93	-0.3
O=C(Nc1ccc(C(=O)O)cc1)/C(=C\C=C\c1ccccc1)NC(=O)c1cccc(Br)c1	99	101	0	93	101	109	99	-0.3
Cc1ccc(NC(=O)C2c3ccccc3Oc3ccccc32)nc1	95	104	6	91	96	106	97	0.1
CC(C)[C@@]1(c2ccccc2)ON(c2ccccc2C(F)(F)F)C1=O	99	100	1	87	105	110	94	-0.1
Cc1ccc(C)c(N2CCN(C(=O)c3nn(C)c4c3CS(=O)(=O)c3ccccc3-4)CC2)c1	93	95	1	117	98	123	102	-0.2
Cc1cc2oc(=O)cc(CN3CCC(C)CC3)c2cc1C	106	91	2	96	88	105	119	-0.2
COc1ccccc1CCC(=O)Nc1cc(S(=O)(=O)N2CCCCC2)ccc1N1CCN(C)CC1	99	106	0	89	108	103	95	0.0
Cc1ccccc1-n1cc(CNC(=O)C2CCC(=O)N(C3CC3)C2)cn1 (configuration not stated)	102	99	-9	105	101	96	99	-0.1
CCOC(=O)c1cc(-c2ccc(Cl)cc2)nc2c1c(C)nn2CCC#N	?	86[may fluoresce red and violet]	0	101	?	90[may fluoresce red and violet]	91[may fluoresce red and violet]	0.0
C=C1CCC2C(C)(C)[C@H](O)CC[C@@]2(C)[C@@H]1COc1cc(=O)oc2ccccc12 (some centres not stated)	105	92	-1	110	86	118	95	0.1
Nc1ccc(-c2nc3ccc(N)cc3s2)cc1	90[may fluoresce violet]	25[may fluoresce violet]	-6	91	?	97[may fluoresce violet]	290*[may fluoresce violet]	0.0
Cc1ccc(C(=O)N2CCCCC2)cc1S(=O)(=O)N1CCCCCC1	104	94	2	92	nt	81	99	0.0
CC(c1ccccn1)N(Cc1ccco1)C(=S)Nc1cccc(F)c1 (configuration not stated)	100	100	1	107	104	107	94	-0.2
CN(C)/C=N/c1c(C#N)cnn1-c1ccccc1	96	100	11	106	95	102	101	0.1
CNC(=O)c1c(Cl)cnn1-c1ccc(C)cc1	96	101	24	102	88	102	101	-0.1
Nc1cc(Cl)ccc1Oc1ccc2ccccc2c1	94	96	17	112	92	119	95	0.1
O=C(COC(=O)c1cc(=O)[nH]c2ccccc12)NCc1cccc(Cl)c1	102	104	14	93	96	101	102	-0.2
